Compound activity from PubChem.
HTRA1 inh = blocks human HTRA1 serine peptidase | Q92743 | recombinant HTRA1, FP-rhodamine activity-based probe, fluorescence polarization | inhibition, % at 5.96 µM | 0.5% of 340,000 active | AID 504803; in the data active means inhibition above about 36%;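 further: 0% = enzyme with DMSO and 100% = wells lacking enzyme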
LEDGF integ inh = blocks HIV-1 LEDGF/p75-dependent DNA integration | inhibition, % at 3.7 µM | 0.64% of 370,000 active | AID 743269 | TR-FRET IN-LEDGF/p75 DNA integration, Eu/Cy5;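 active means inhibition above the screen-wide mean plus 3 SD, cut at about 13% in these data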;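 further: signal is the Cy5 over europium emission ratio at 671 and 618 nm; 0% = plate median of compound wells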
PRMT1 inh = inhibitors of human PRMT1; recombinant PRMT1, activity-based probe fluorescence polarization; inhibition, % at 2.79 µM; 1.3% of 370,000 active; AID 652257;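 active means inhibition above about 21% made by adding two undisclosed values, limit read from the data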
Rev-erbA mod = Rev-erb alpha (human) modulation. activity, % at 10 µM. Rev-erbα–FITC-DNA binding, fluorescence polarization, 90 min. AID 1259318. 0.79% of 370,000 active;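 active means activity above about 14%, limit read from the data; passing the limit was not always enough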;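 further: 0% = DMSO wells with 35 nM protein and 100% = DMSO wells with 750 nM protein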
TCR-CD3 inh = inhibitors of human TCR-CD3 interaction | TAMRA-labeled TCR probe fluorescence, biochemical | inhibition, % at 9.4 µM | 0.37% of 360,000 active | AID 651800; in the data active means inhibition above about 19%;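 further: recombinant mutant TCR 2C K166C tagged with TAMRA read by polarization; 0% = receptor in buffer alone and 100% = receptor with positive control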
mABHD4 FP = inhibitors of mouse ABHD4. purified mABHD4, FP-Rh probe fluorescence polarization. inhibition, % at 8.92 µM. 0.54% of 370,000 active;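 active means inhibition exceeding the mean over every tested compound plus 3 SD, cut at about 30% in these data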;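 further: 0% = plate median of compound wells and 100% = S159A mutant with DMSO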
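assay system = mABHD4 protein | compound dosing = single nominal dose of 8.92 µM, 0.89% DMSO final | read-out basis = percent inhibition of probe binding, normalized to plate controls | schedule = Enzyme–compound pre-incubation 45 min, then probe 60 min, both 25 °C | detection = fluorescence polarization, excitation 525 nm, emission 598 nm, BODIPY TMR filters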
rCAG RNA binder = binds r(CAG) RNA repeats; r(CAG) RNA repeat, TO-PRO-1 dye displacement fluorescence; inhibition, % at 3 µM; 1.3% of 370,000 active;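 active means inhibition above the plate cutoff, the mean of all test compounds on that plate plus 3 SD, cut at about 35% in these data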;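 further: 0% = DMSO alone and 100% = 100 µM mitoxantrone as full dye displacement; higher means more dye released from RNA so lower well fluorescence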
SIAE inh = human SIAE inhibition, primary screen | SIAE FP-Rh probe binding, fluorescence polarization | 0.69% of 370,000 active | AID 1053197 | inhibition, % at 9.66 µM | Q9HAT2;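 active means inhibition above a cutoff: mean of compounds within the control limits plus 3 SD of those, cut at about 17% in these data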;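 further: 0% = plate median of compound wells and 100% = probe without SIAE protein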
Target sequence (Q9HAT2 whole entry, looked up): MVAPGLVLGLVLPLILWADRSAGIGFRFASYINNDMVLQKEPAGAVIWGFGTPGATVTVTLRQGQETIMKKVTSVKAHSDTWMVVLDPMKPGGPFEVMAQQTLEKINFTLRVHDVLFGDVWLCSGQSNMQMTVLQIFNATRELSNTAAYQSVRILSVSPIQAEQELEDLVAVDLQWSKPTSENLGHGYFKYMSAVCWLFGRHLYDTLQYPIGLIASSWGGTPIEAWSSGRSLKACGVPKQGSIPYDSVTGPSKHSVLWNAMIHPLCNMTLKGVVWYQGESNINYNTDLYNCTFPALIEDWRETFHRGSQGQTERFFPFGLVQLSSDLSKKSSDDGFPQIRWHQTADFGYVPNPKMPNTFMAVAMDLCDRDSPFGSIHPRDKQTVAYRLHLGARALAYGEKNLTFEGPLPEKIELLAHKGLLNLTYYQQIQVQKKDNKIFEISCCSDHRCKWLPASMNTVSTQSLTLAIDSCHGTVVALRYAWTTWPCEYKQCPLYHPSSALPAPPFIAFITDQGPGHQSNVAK
PG9 Ab binder = small molecules binding HIV-1 gp120 antibody PG9; TR-FRET gp120-PG9 antibody binding; inhibition, % at 6.7 µM; 0.43% of 360,000 active; in the data active means inhibition above about 8.5%
TDP2 inh = blocks human TDP2 phosphodiesterase activity; O95551; recombinant TDP2, T5PNP hydrolysis, p-nitrophenol absorbance 415 nm; inhibition, % at 12.8 µM; 0.34% of 370,000 active; AID 720702;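 active means inhibition above the mean of all tested compounds plus 3 SD, set per campaign, cut at about 25% in these data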;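 further: 0% = DMSO with enzyme and 100% = buffer with substrate but no TDP2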
Target sequence (O95551 whole entry, looked up): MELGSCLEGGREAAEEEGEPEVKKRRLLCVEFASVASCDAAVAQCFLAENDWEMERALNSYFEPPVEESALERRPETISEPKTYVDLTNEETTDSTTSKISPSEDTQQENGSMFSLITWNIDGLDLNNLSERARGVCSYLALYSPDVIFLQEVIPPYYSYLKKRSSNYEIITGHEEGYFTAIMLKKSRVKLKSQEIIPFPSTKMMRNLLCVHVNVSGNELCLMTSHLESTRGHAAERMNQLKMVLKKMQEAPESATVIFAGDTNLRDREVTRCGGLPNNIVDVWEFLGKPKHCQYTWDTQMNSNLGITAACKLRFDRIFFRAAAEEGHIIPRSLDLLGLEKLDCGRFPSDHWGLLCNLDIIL
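Test system: Human TDP2 enzyme | Reagent: 5 mM T5PNP | Compound dosing: 12.8 µM single point, 1% DMSO | Incubation: Enzyme reaction with compound for 2 h at 37 °C | Technique: p-Nitrophenol epi absorbance | Read-out: % inhibition relative to enzyme-containing and enzyme-free wells | Benchmarks: High control without enzyme, low control DMSO plus TDP2 | Replicates: Singlicate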
* marks the source's active call; other numbers are inactive results; / = not tested or not shown; & = joins results of further samples. Not all compounds are listed; rates above refer to the full screens.

SMILES | HTRA1 inh | LEDGF integ inh | PRMT1 inh | Rev-erbA mod | TCR-CD3 inh | mABHD4 FP | rCAG RNA binder | SIAE inh | PG9 Ab binder | TDP2 inh
O=C(CSc1nnnn1-c1cccc2c1CCCC2)NC1CCCC1 | -7.0 | -0.2 | 0.4 | 1.3 | 4.8 | -4.7 | -4.0 | -0.2 | 0.4 | 3.9
COc1ccc(OC)c(-c2cc(C(=O)N3CCCc4ccccc43)no2)c1 | -42.6 | 1.6 | -3.6 | 1.3 | 2.7 | -14.0 | -2.4 | 8.1 | 8.4 | 8.6
O=C(CN1CCc2ccccc21)NN1CC(=O)N(c2ccccc2)CC1=O | 4.4 | 2.3 | -3.2 | 2.0 | -2.3 | 4.0 | 12.3 | 9.5 | -1.0 | 7.4
COc1ccccc1-c1c(C)nn2c(C)cc(C)nc12 | 12.9 | -1.1 | 8.9 | 2.9 | -7.7 | -5.4 | -0.8 | -4.1 | -0.4 | -2.0
O=CN1CCN(C(=O)C(=O)c2cn(CC(=O)N3CCCCC3)c3ccccc23)CC1 | 10.9 | -2.5 | 1.5 | -0.4 | -1.8 | 1.5 | -1.0 | 2.4 | 0.1 | 1.8
CC(C)(C)OC(=O)NCCCCC1=CC2=CC(=O)C(C)(O)C(=O)C2=CO1 (stereo not given) | 32.3 | 1.0 | 6.8 | -7.6 | 6.5 | 12.8 | 14.5 | 2.5 | -1.0 | 2.4
Cn1ccc(C(=O)OCC(=O)Nc2cccc(Cl)c2)n1 | -0.4 | 1.4 | -0.9 | 5.8 | 9.0 | 5.9 | -0.1 | 4.7 | 0.2 | 16.6
C[C@@H]1/C=C/CC(=O)N[C@H](c2cccc(Br)c2)[C@H](C)/C=C/CC(=O)N[C@@H]1c1cccc(Br)c1 | / | 0.9 | 0.1 | 5.4 | / | -20.0 | 8.2 | -8.4 | / | -1.3
CCOC(=O)c1c(-c2ccccc2)nc2cc(C)ccn12 | -7.3 | 1.0 | -2.6 | -3.0 | 1.9 | 7.7 | -3.8 | -5.5 | -1.0 | 5.0
COC(=O)C1=C(O)/C(=C\c2cc(C)n(-c3ccc(F)cc3)c2C)N=C1C | 8.3 | 2.4 | 17.6 | 0.1 | 3.5 | 7.5 | 13.2 | 10.7 | -1.8 | -2.0
CSc1nsc(SCC(=O)Nc2nncs2)n1 | 0.5 | 1.9 | -2.6 | -1.8 | 8.2 | -5.7 | -1.7 | -3.2 | 1.1 | -16.6
CCOCCCn1c(=NC(=O)c2cccnc2)c(C(=O)OCC)cc2c(=O)n3ccccc3nc21 | -1.5&-4.8 | -3.4&-1.3 | 4.2&-1.3 | -3.6&4.0 | -2.4&-9.3 | -1.8&-6.4 | 2.4&-1.1 | -8.4&-4.0 | 0.1&-0.4 | -5.2&-19.5
O=C(/C=C/c1cccc(Cl)c1)Nc1ncccn1 | 3.5 | 0.7 | -0.2 | 3.2 | 0.5 | -1.9 | 1.2 | -4.5 | -0.6 | 0.1
Cc1cccc(C)c1N1CCN(c2nc(N(C)C)oc(=O)c2C#N)CC1 | -2.4 | -2.6 | -3.7 | 1.8 | -0.7 | 5.0 | -0.8 | -3.9 | 1.6 | 12.5
CN(Cc1ccccc1)C(=O)c1nc2ccccn2c1CNCCOc1cccnc1 | -2.5 | 2.1 | -2.1 | 1.2 | -2.6 | 3.6 | -8.1 | 2.9 | -1.3 | -11.4
COc1cc(C(=O)N2CCN(Cc3ccccn3)CC2)cc(OC)c1OC | 11.5 | 1.2 | 0.3 | 6.0 | -4.2 | 9.1 | -1.8 | 3.6 | 2.0 | -13.7
COc1ccccc1NC(=O)CSc1nc2ccccc2nc1N1CC(C)OC(C)C1 (stereo not given) | -26.0 | 2.8 | -1.8 | 8.7 | -0.1 | -27.0 | 4.7 | -8.1 | -0.8 | 5.5
C[C@H](CO)N1C[C@H](C)[C@H](CN(C)C(=O)Nc2ccc(F)cc2)Oc2ccc(NC(=O)NC3CCCCC3)cc2CC1=O | -3.5 | -4.5 | 0.2 | -4.0 | 2.7 | -3.1 | 3.3 | 6.6 | 1.1 | -6.1
Nc1c(Cl)cc(Cl)cc1C(=O)OCC(=O)NC1CC1 | 4.5 | 0.5 | 2.1 | 2.7 | -2.4 | 8.1 | -0.5 | 5.2 | 0.9 | 3.5
Cc1cc(N2CCOCC2)n2nc(-c3cccc(F)c3)cc2n1 | -3.7 | 3.3 | -0.7 | -4.3 | -9.5 | -4.4 | -1.6 | -1.2 | -1.8 | -16.4
CCCS(=O)(=O)N1CCN(Cc2ccccc2OCC)CC1 | 4.3 | -1.7 | 4.2 | -8.1 | 0.0 | 3.6 | -5.8 | -2.5 | -0.5 | 7.3
COCCN(Cc1cc2cc(C)ccc2n2nnnc12)C(=S)Nc1cccc(C)c1 | -4.1 | -6.8 | 2.9 | 2.4 | -0.8 | 2.3 | 2.4 | -3.1 | 0.9 | -12.1
CCn1c(O)c(C=Nc2ccccc2)oc1=S | -2.4 | 5.8 | 12.9 | 0.6 | 0.4 | -2.9 | 4.4 | 2.2 | -1.8 | -4.9
O=C(CNC(=O)c1ccco1)N/N=C/c1ccc(C(=O)O)cc1 | 0.2 | -2.6 | 0.2 | 0.7 | 2.2 | 9.6 | 3.9 | 5.2 | -2.1 | 8.0
CN(C)c1ccc(/C=C2\SC(=O)N(CC(O)Cn3c4ccccc4c4ccccc43)C2=O)cc1 (stereo not given) | -0.9 | -0.7 | -1.4 | 7.5 | -0.9 | -1.4 | 4.3 | -12.9 | -0.8 | 3.6
O=C(CCCCCn1c(=S)[nH]c2ccc(N3CCOCC3)cc2c1=O)NC1CCN(Cc2ccccc2)CC1 | 10.3 | -5.2 | 0.0 | -0.1 | -1.9 | 1.6 | -6.4 | 2.4 | -0.1 | 6.0
CCOc1ccc(NC(=O)CSc2nnc(C)n2CC2CCCO2)cc1 (stereo not given) | 1.1 | 0.3 | -2.1 | 4.5 | 6.7 | -4.2 | 4.0 | -4.5 | -0.5 | -5.0
COc1ccc(CC(=O)N2CCN(c3ccccc3OC)CC2)cc1 | -0.7 | -0.2 | -1.7 | 3.0 | 5.2 | -5.2 | -0.9 | -2.7 | 1.1 | -0.1
COc1ccc(Cl)cc1NC(=O)Cn1c(=O)oc2ccccc21 | 4.8 | -1.4 | -3.5 | -0.8 | 2.6 | 2.7 | 2.2 | -23.3 | -0.2 | -3.2
COc1ccc(N/C=C\C(=O)c2ccc3ccccc3c2)cc1 | -8.9 | 5.8 | 0.2 | -2.3 | -9.0 | -20.2 | 4.5 | 5.3 | 0.9 | -8.8
CCCc1cc(=O)oc2cc(OCC(=O)NC(Cc3ccc(Cl)cc3)C(=O)O)ccc12 (stereo not given) | -12.4 | -0.7 | -0.3 | 5.5 | 7.3 | -8.6 | 24.2 | -0.8 | 1.1 | -3.2
Cc1ccc(C)c(CN2CCNC2=O)c1 | 5.5 | 1.0 | 0.1 | 3.1 | 2.1 | 3.6 | 1.9 | -0.3 | 0.2 | -2.5
CCC(C)(NC(=O)c1ccccc1)C(=O)O (stereo not given) | 3.7 | -1.3 | 2.6 | -5.4 | -1.2 | -8.5 | -1.5 | 1.3 | 1.6 | 8.1
CN(C(=O)CSc1n[nH]c(=O)[nH]c1=O)c1ccccc1 | 4.8 | -1.7 | 16.4 | 3.7 | 2.7 | 14.4 | -0.4 | 3.3 | 0.3 | 2.6
Cn1c(CCN2CCN(c3ccccn3)CC2)nc2cc(NS(=O)(=O)c3ccc(Cl)cc3)ccc21 | -1.4 | 0.2 | -5.2 | -5.6 | 5.2 | 0.1 | 3.7 | 4.9 | 1.5 | 4.5
O=[N+]([O-])c1ccc(/C=N/N2CCN(Cc3ccccc3)CC2)cc1 | 2.4 | -3.5 | 0.3 | -2.1 | -8.2 | 7.5 | -6.4 | -5.2 | -1.1 | 3.6
COc1ccc2c(CN3CCCCCCC3)cc(=O)oc2c1 | / | -3.7 | 2.5 | 0.4 | -2.2 | -0.8 | 5.7 | 1.1 | 1.2 | -4.8
O=[N+]([O-])c1ccc(CN2CCCCCC2)cc1 | 6.9 | 6.8 | -3.3 | -2.5 | 3.7 | 0.1 | -0.9 | 8.8 | -3.4 | -7.1
CCOC(=O)c1cnn(CCOC(=O)Cc2cccs2)c1NC(=O)Cc1cccs1 | 4.1 | 2.1 | -0.8 | -4.6 | 5.1 | 3.9 | 3.8 | 8.1 | -1.0 | 1.5
O=C(CSc1ccc([N+](=O)[O-])cn1)Nc1ccc2c(c1)OCCO2 | 1.2 | -1.9 | -0.7 | 1.5 | 0.4 | -2.6 | 1.7 | -1.6 | 0.5 | 1.9
COc1cc(C(=O)N2CCN(c3ccc(C)cc3C)CC2)cc(OC)c1OC | -11.2 | 2.6 | -1.9 | 4.3 | -8.4 | -8.4 | 1.0 | -3.1 | -0.1 | -9.7
CCOC(=O)C1(Cc2ccc(Cl)cc2)CCN(C(=O)c2cscn2)CC1 | -6.7 | -3.8 | 2.1 | -2.1 | 1.5 | 8.5 | -5.6 | 4.2 | -0.1 | -9.0
CCOc1cc(/C=N/NC(=O)CCn2nc(C)cc2C)ccc1O | 3.1 | -1.2 | -0.8 | 2.7 | 1.5 | -6.6 | -1.9 | 6.4 | -2.2 | -1.6
O=C(Oc1ccc([N+](=O)[O-])cc1)O[C@H]1CC[C@@]23CCCN2C(=O)CCC[C@H]3C1 | / | 0.0 | 1.9 | -3.5 | / | 2.9 | / | 4.9 | / | 1.7
O=C(CSc1nnc(-c2ccc(F)cc2)c2ccccc12)Nc1ccccc1Cl | -19.8 | 0.8 | -2.5 | 1.1 | 5.1 | -7.0 | 0.1 | 1.6 | -1.9 | -0.4
COc1ccc(-c2c(C)n([O-])c3c([n+]2=O)CCCC3)cc1 | 1.4 | -2.8 | 0.2 | -6.2 | 0.8 | 1.0 | -2.0 | -5.5 | -1.1 | 11.2
CC1(C)CC(=O)C/C(=N/NC(=O)c2ccc(-c3ccccc3)cc2)C1 | -2.8 | 1.2 | 0.2 | 2.2 | -0.3 | 6.8 | 4.9 | 0.9 | -2.8 | -0.5
COc1ccc(Nc2oc(COc3ccc(C)cc3)nc2C#N)cc1 | -18.2 | -0.6 | -1.0 | 1.1 | 7.2 | -13.0 | 6.9 | 11.7 | -1.4 | 2.4
O=C(CCCC(=O)N(CC(=O)NC1CCCC1)Cc1ccc2c(c1)OCO2)Nc1ccccn1 | -0.9 | -2.1 | 1.5 | 1.6 | 2.6 | 5.1 | -1.6 | -4.2 | 0.9 | -10.3
